# GLP1R cytotox = cytotoxicity in counter-screen for GLP-1R inverse agonists. hit rate 0.13% among 410,000. AID 624418. HEK293 cAMP-luciferase reporter cells, luminescence, 24 h. Potency, µM (series often up to 38.3 µM), for the others: at the highest dose activity change, negative = inhibition, most hits filed as inhibitors;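 further: loss of luciferase light is scored as toxicity; potency means the concentration at half of the fitted maximal effect; on the % scale 0 is the no-effect control and ±100 the full control effect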
#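 Luminescence readout: signal drop marks cytotoxicity. Plated cells grew 12 h at 37 °C, 5% CO2, received 23 nL compound for 24 h, then got luciferase reagent, read after 12 min at RT.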
# MCF10A rerep = DNA re-replication induction in MCF 10a cells | Potency, µM (titrated, usually from 46.1 µM), for inactives: top-dose activity, positive = re-replication, actives largely listed as activators | hit rate 2.9% among 350,000 | MCF 10A DNA re-replication, Hoechst nuclear intensity, 48 h; further: potency means the concentration at half of the fitted maximal effect; % of control where 0% means no effect; nearly all actives have a fitted effect of over 50% in size
# SW480 rereplic = induces DNA re-replication in SW480 colon adenocarcinoma cells; Potency, µM (series often up to 46.1 µM), for inactives: at the top dose re-replication activation, hits mostly activators; AID 624297; hit rate 1.8% among 340,000; SW480 DNA re-replication, Hoechst DNA content imaging, 48 h; further: potency means the concentration at half of the fitted maximal effect; % of control where 0% means no effect; nearly all actives have a fitted effect of over 55% in size
#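 Compounds, transferred as 23 nL by pin tool, were incubated with cells for 48 hr; DNA content per nucleus was then quantified by Hoechst staining and fluorescence plate imaging.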
# KB-3-1 cytotox = KB-3-1 parental cell cytotoxicity. KB-3-1 viability, CellTiter-Glo ATP luminescence, 72 h. Potency, µM (series often up to 46.1 µM), without a hit: top-dose activity change, negative = cytotoxic, usual class: cytotoxic. hit rate 1.4% among 400,000; further: potency means the concentration at half of the fitted maximal effect; on the % scale 0 is the no-effect control and ±100 the full control effect; nearly all actives have a fitted effect of over 60% in size
#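 Cells are dispensed, compounds pinned in, plates held at 37 °C for 72 h, then CellTiter-Glo is added and luminescence read after 10 minutes. Cell line: parental KB-3-1 in phenol-red-free DMEM, 10% FBS.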
# HT1080-NT tox = kills 2HG-producing HT-1080-NT fibrosarcoma cells | HT-1080-NT fibrosarcoma viability, CellTiter-Glo ATP luminescence, 48 h | Potency, µM (doses to about 46.1 µM), inactives show top-dose activity, negative = less viability, hits mostly cytotoxic | hit rate 1.6% among 360,000;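 further: NT is the 2HG producing partner of a matched IDH1 knockdown line; potency means the concentration at half of the fitted maximal effect; 0% = DMSO-treated cells and -100% = media-only wells without cells; nearly all actives have a fitted effect of over 55% in size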
#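 HT-1080-NT fibrosarcoma cells (2HG-overproducing), 750 cells/well in RPMI with 5% FBS, dosed after 2 h and incubated 48 h at 37C. CellTiter-Glo luminescence normalized to DMSO and no-cell wells; concentration-response curves fitted and classed.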
# IL1B secr inh = blocks inflammasome-driven IL-1 beta release; THP-1 LPS/ATP IL-1B secretion, AlphaLISA, 16 h; active compounds read low; activity change, % at 57.5 µM; hit rate 4.7% among 360,000; AID 743279; in the data active means activity change below about -50%; inconclusive means mostly about -30% to -49%; further: on the % scale 0 is the no-effect control and ±100 the full control effect
#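 THP-1 cells pretreated 1 hr with compounds (up to 57.5 uM final), then stimulated with LPS (250 ng/mL final) plus ATP (1.25 mM final); secreted IL-1B measured by AlphaLISA after 16 hr, decreased signal indicating inhibition.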
# KB-V1 MDR tox = kills drug-selected multidrug resistant KB-V1 cells; hit rate 3.4% among 400,000; Potency, µM (doses to about 46.1 µM), inactives show at the highest dose activity change, negative = cytotoxicity, hits mostly cytotoxic; KB-V1 MDR cells viability, CellTiter-Glo, 72 h; further: potency means the concentration at half of the fitted maximal effect; on the % scale 0 is the no-effect control and ±100 the full control effect; nearly all actives have a fitted effect of over 60% in size
#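 Cytotoxicity toward P-gp-expressing KB-V1 cells was determined as loss of CellTiter-Glo luminescence after 72 h at 37 degrees C. Compounds were tested in quantitative HTS format across a concentration range, with curves fitted to normalized data.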
# DRD3 agonist = activates the human D3 dopamine receptor | P35462 | D3R DiscoveRx beta-arrestin cells, luminescence, 90 min | max activation, % | hit rate 0.58% among 410,000 | AID 652048; in the data active means max activation above about 30%; further: 0% is about no effect; mostly tested at two doses, the higher about 12 µM
# Target sequence (P35462 whole entry, looked up): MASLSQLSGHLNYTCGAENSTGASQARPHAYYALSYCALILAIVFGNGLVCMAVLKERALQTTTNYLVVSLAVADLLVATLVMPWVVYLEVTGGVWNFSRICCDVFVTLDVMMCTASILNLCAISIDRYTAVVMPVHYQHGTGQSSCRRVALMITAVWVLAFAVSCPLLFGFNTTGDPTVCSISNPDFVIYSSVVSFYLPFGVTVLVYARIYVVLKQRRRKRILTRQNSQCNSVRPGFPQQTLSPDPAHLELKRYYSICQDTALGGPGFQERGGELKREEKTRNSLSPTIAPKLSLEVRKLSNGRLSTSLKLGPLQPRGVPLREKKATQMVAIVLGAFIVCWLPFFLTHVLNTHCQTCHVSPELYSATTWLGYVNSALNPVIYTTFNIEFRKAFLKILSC
#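 Agonist-mode cell screen: cells plated at 1500/well and incubated overnight at 37 °C, then exposed to library compounds for 90 min at 37 °C. Detection reagent was added for 30–60 min at room temperature, and luminescence was read.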
# HT1080 IDH1KD tx = kills HT-1080 cells with IDH1 knockdown; Potency, µM (highest dose often 46.1 µM), inactives show at the top dose activity, negative = toxicity, most hits filed as cytotoxic; HT-1080 IDH1 knockdown viability, ATP luminescence, 48 h; AID 686971; hit rate 2% among 360,000;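 further: potency means the concentration at half of the fitted maximal effect; 0% = DMSO wells and -100% = cell-free medium wells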
#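 Viability of IDH1-knockdown HT-1080 fibrosarcoma cells was assessed by CellTiter-Glo after 48 h at 37 °C with titrated compound; concentration-effect curves were classified by fit quality and response size.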
# Starred values were filed as active, the others as inactive; ? = inconclusive; · = no result given; [ ] = dose if it differs, or a comment. Unless noted, the call rests on the fitted dose curve; in most records, active means well fitted curve in the direction sought with a large enough effect; inconclusive means small, poorly fitted or top-dose-only effect, or another doubt; inactive means no such curve, though single readings can be large; an effect the other way counts as inactive or inconclusive.
# Results follow in this order: SW480 rereplic | HT1080 IDH1KD tx | MCF10A rerep | KB-V1 MDR tox | IL1B secr inh | HT1080-NT tox | DRD3 agonist | KB-3-1 cytotox | GLP1R cytotox
1. CNC(=O)CSc1nc2nn(-c3ccccc3)c(=O)c-2c2n1CCCCC2
 : 8% | 4% | 7% | 0% | 42 | -2%[9.24 µM] | -22 | 6% | -9%
2. O=c1[nH]c(N2CCCCC2)nc2c1CCCC2
 : -4% | -2% | 4% | ? | 20 | -2% | -2 | 1% | 22%
3. Cc1cccc(N2CCN(C(=O)NCc3ccc(F)cc3)CC2)c1C
 : 2% | -15% | ? | ? | ? | -15% | -3 | -30% | -4%
4. CSCC[C@@H](C(=O)NCCCCCCCCCCC(=O)N1CCN(C(=O)OC(C)(C)C)CC1)n1cc(CCO)nn1
 : 3% | 0% | 7% | -10% | -6 | ? | 24 | ? | ?
5. COc1ccccc1-c1ccc([C@@H]2C[C@H]3[C@H](CON3C)CN2C(=O)c2ccc(-c3ccccc3)cc2)cc1
 : · | -13% | · | -14% | -19 | -18% | -9 | -1% | -5%
6. C/C(=N\NC(=O)CNC(=O)c1cccc(F)c1)c1ccc2ccccc2c1
 : -118%[inhibitor] | -13% | 3% | 7% | -2 | -18% | -19 | 2% | -17%
7. O=c1cc(C(F)(F)F)nc(-c2cccnc2)[nH]1
 : -3% | 12% | -11% | 2% | 10 | 14% | -11 | 30% | 2%
8. COC(=O)c1cc(NC(=S)N2CCN(c3ccccn3)CC2)cc(C(=O)OC)c1
 : -6% | -12% | 0% | -9% | 6 | -2% | 11 | -1% | -2%
9. Cc1ccccc1OCC(=O)Nc1ccc(-c2nc3ccccc3o2)cc1
 : · | · | · | -10% | · | · | -2 | 17% | 3%
10. Cc1nn(C)c(C)c1CN(C)C(=O)c1cnn2c1NC(c1ccccc1)CC2C(F)(F)F (stereo unspecified)
 : 4% | 5% | 1% | ? | 45 | 1% | 6 | -3% | -21%
11. CC(=O)Oc1ccc(C(=O)Nc2ccccc2C(=O)NCC(C)C)cc1
 : 53% | -14% | -64%[inhibitor] | ? | -16 | -11% | 5 | 22% | -16%
12. CN(c1ccccc1)S(=O)(=O)c1ccc(C(=O)N2CCCC2)cc1
 : 0% | 7% | -1% | -11% | 29 | 6% | 3 | 7% | 0%
13. c1ccc(C(c2ccccc2)N2CCN(Cc3nnnn3C3CCCC3)CC2)cc1
 : 13% | -24% | 17% | ? | -14 | -17% | -10 | -21% | -8%
14. CC[C@H](C)[C@@H](CNC)NC[C@@H](Cc1ccc(O)cc1)NCC(C)(C)C
 : -1% | 2% | ? | -19% | -14 | -10% | 0 | -3% | ?
15. COC(=O)C1=C(C)N(c2ccc(F)cc2)/C(=C/c2ccc(O)cc2)C1=O
 : 20% | -1% | -8%[9.22 µM] | -2% | -22 | 0% | 5 | 11% | -2%

# Profiles, looked up by structure.
# Cc1nn(C)c(C)c1CN(C)C(=O)c1cnn2c1NC(c1ccccc1)CC2C(F)(F)F (stereo unspecified) is listed with SW480 rereplic = 4%; HT1080 IDH1KD tx = 5%; MCF10A rerep = 1%; KB-V1 MDR tox = ?; IL1B secr inh = 45; HT1080-NT tox = 1%; DRD3 agonist = 6; KB-3-1 cytotox = -3%; GLP1R cytotox = -21%
# Cc1cccc(N2CCN(C(=O)NCc3ccc(F)cc3)CC2)c1C is listed with SW480 rereplic = 2%; HT1080 IDH1KD tx = -15%; MCF10A rerep = ?; KB-V1 MDR tox = ?; IL1B secr inh = ?; HT1080-NT tox = -15%; DRD3 agonist = -3; KB-3-1 cytotox = -30%; GLP1R cytotox = -4%
# O=c1[nH]c(N2CCCCC2)nc2c1CCCC2 is listed with SW480 rereplic = -4%; HT1080 IDH1KD tx = -2%; MCF10A rerep = 4%; KB-V1 MDR tox = ?; IL1B secr inh = 20; HT1080-NT tox = -2%; DRD3 agonist = -2; KB-3-1 cytotox = 1%; GLP1R cytotox = 22%

# The listing continues:
# Results follow in this order: SW480 rereplic | HT1080 IDH1KD tx | MCF10A rerep | KB-V1 MDR tox | IL1B secr inh | HT1080-NT tox | DRD3 agonist | KB-3-1 cytotox | GLP1R cytotox
16. Cc1ccc(C)c(NC(=O)C2CCN(S(=O)(=O)c3ccc4c(c3)NC(=O)CO4)CC2)c1
 : ? | -13% | -7% | 10% | -4 | -19% | -20 | -12% | -6%
17. CC(C)C[C@@H](CNCC(=O)[C@H](CC(C)C)NC(=O)c1[nH]cnc1C(=O)N[C@@H](C)CN)NC(=O)c1nc[nH]c1C(=O)N[C@@H](C)C(=O)O
 : 4% | -1% | -21% | 0% | 10 | -2% | 1 | 4% | -4%
18. COc1cccc(C(=O)Nc2sc3c(c2C(=O)O)CCCC3)c1
 : -1% | -29% | 10% | ? | -13 | ? | 3 | 18µM* | ?
19. Cc1ccc2sc(NC(=O)C3CC3)nc2c1C
 : -4% | 1% | 15% | 17% | 9 | 1% | 0 | 0% | -1%
20. COc1cccc2sc(/N=C/N(C)C)nc12
 : -6% | 5% | 1% | 11% | 1 | 18% | -10 | -3% | 3%
21. COC(=O)C1=C(C(=O)OC)[C@@H]2N(C)c3ccccc3[C@@]23C[C@@H](C(=O)OC)N(C(=O)c2ccc(Br)cc2)C3=N1
 : ? | ? | ? | ? | 31 | ? | -1 | ? | -11%
22. FC(F)(F)c1cc(-c2ccco2)nc(NCc2cccnc2)n1
 : ? | -25% | ? | ? | ? | -13% | -1 | ? | ?
23. CCC(=O)Oc1ccc(/C=C(\C#N)c2nc3ccccc3[nH]2)cc1OC
 : · | · | · | 2% | · | · | 4 | -2% | -14%
24. CCOc1ccc(CCNC(=O)C2CCCN(S(=O)(=O)N(C)c3ccc(F)cc3)C2)cc1 (stereo unspecified)
 : · | · | · | -15% | · | · | 9 | -3% | 2%
25. Cc1cc(NC(=O)c2cc(-c3cccs3)on2)no1
 : · | -30% | · | 8% | 49 | 7%[9.24 µM] | 17 | 7% | 5%
26. Cc1ccc(NC(=O)C2CCCN2C(=O)NCc2ccccc2)cc1 (stereo unspecified)
 : -3% | 22% | 0% | -15% | 16 | 9% | -6 | 9% | 6%
27. Cc1cc(C(=O)CSc2nnc(-c3ccccc3)n2-c2ccccc2)c(C)n1-c1ncn[nH]1
 : 7% | -13% | 7% | 11% | 35 | -9% | 1 | 0% | 12%
28. O=C(O)c1cscc1Cc1cccs1
 : · | 15% | · | 15% | 37 | 12% | -1 | 1% | 6%
29. O=C1NC[C@@H](CCCCN2CCN(CCC3CCCCC3)C(=O)C2=O)N(CCC2CCCCC2)C1=O
 : · | 19% | · | 0% | -4 | 27% | 3 | 2% | 0%
30. CC1Cc2ccccc2N1C(=O)CSc1nnc(C2CC2)n1C (stereo unspecified)
 : 2% | 0% | 3% | -27% | -4 | 2% | 0 | 2% | -8%[7.66 µM]

# An excerpt from above, showing only MCF10A rerep, KB-3-1 cytotox and GLP1R cytotox:
no. | canonical_smiles | MCF10A rerep | KB-3-1 cytotox | GLP1R cytotox
28 | O=C(O)c1cscc1Cc1cccs1 | · | 1% | 6%
29 | O=C1NC[C@@H](CCCCN2CCN(CCC3CCCCC3)C(=O)C2=O)N(CCC2CCCCC2)C1=O | · | 2% | 0%
30 | CC1Cc2ccccc2N1C(=O)CSc1nnc(C2CC2)n1C (stereo unspecified) | 3% | 2% | -8%[7.66 µM]

# (more compounds)
# Results follow in this order: SW480 rereplic | HT1080 IDH1KD tx | MCF10A rerep | KB-V1 MDR tox | IL1B secr inh | HT1080-NT tox | DRD3 agonist | KB-3-1 cytotox | GLP1R cytotox
31. Cc1ccc(S(=O)(=O)NC(=O)c2ccc(Br)o2)cc1
 : -2% | 19% | -13% | 25% | 25 | 3% | 54* | 21% | 13%
32. C=CCSC1=N/C(=C\C=C\c2ccco2)C(=O)S1
 : -7% | 5% | ? | 1% | -9 | -1% | -6 | -1% | 9%
33. O=C(c1ccco1)N1CCN(c2c([N+](=O)[O-])nn(-c3cccc(Cl)c3)[n+]2[O-])CC1
 : -4% | 13% | 3% | 0% | 41 | -2% | 8 | 4% | -7%
34. Cc1cc(C)n2nc(C(=O)OCC(=O)NCc3ccc(Cl)cc3)nc2n1
 : -10% | 14% | -6% | 2% | 34 | 4% | 2 | 21% | -20%
35. CC(C)c1nc2cc(C(=O)N3CCNC(=O)C3c3ccc(F)cc3)ccc2o1 (stereo unspecified)
 : ? | -2% | -2% | -10% | 9 | -7% | 9 | -7% | -6%
36. CN(C(=O)COc1ccccc1)c1nnc(-c2ccncc2)s1
 : -5% | 8% | -12% | 19% | -15 | 1% | -4 | -3% | -10%
37. O=C(c1cnc2n(c1=O)CCS2)N(C1CCCCC1)C1CCCCC1
 : -2% | 2% | 13% | -4% | 17 | 13% | 4 | -10% | -8%
38. Cc1cc(C)nc(/N=C(\N)Nc2ccc(OCCC(C)C)cc2)n1
 : 29% | 23µM* | ? | ? | -98* | 15µM* | 5 | ? | ?
39. Cc1ccc(CN(C)C(=O)CCNC(=O)c2ccc(Cl)cc2)o1
 : · | -4% | · | -13% | -1 | -9% | -9 | -2% | -1%
40. O=C(NC(=S)Nc1ccc(F)c(Cl)c1)C1CC1
 : 11% | -9% | 2% | 4% | 22 | -8% | 10 | -5% | ?

# Compound activity from PubChem BioAssay.
